MT stabilizer: microtubule stabilizers in HeLa cells | HeLa tubulin immunostaining HCS, 24 h; share of cells brighter than vehicle mean+2SD | % tubulin-high responders, % at 10 µM | 200,000 compounds, 0.83% hits | AID 2205;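 active means plate Z-score above 3 for both tubulin-high and condensed-nucleus cell shares, with cell loss under 80%, at 10 µM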;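 further: anti alpha tubulin signal scored within the nucleus-defined area of each cell; some results filed as inactive read as strong as hits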
b-catenin transl: beta-catenin nuclear translocation modulation; nuclear translocation activity, % at 5 µM; 190,000 compounds, 0.3% hits; HeLa beta-catenin nuclear translocation, immunofluorescence imaging;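 active means nuclear translocation activity above 50% at 5 µM, with a well cell count of 50 or more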;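 further: per-cell ratio of nuclear to cytoplasmic median beta-catenin stain intensity; plate controls were DMSO negative control for no effect and GSK-3 inhibitor IX positive control for full effect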
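System: HeLa cells, endogenous beta-catenin; compound dosing: 5 µM primary single dose, 0.1% DMSO, 0.02–20 µM confirmation series; incubation: 24 h compound exposure at 37°C, 5% CO2; signal: beta-catenin immunofluorescence imaging with DAPI; evaluation: % activation, nuclear-to-cytoplasmic median beta-catenin signal ratio per cell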
Autophagy mod: autophagy modulation, high-content screen; MEF GFP-LC3 puncta imaging; test concentration mostly 10 µM; calls only at 10 µM (by protocol); 190,000 compounds, 0.98% hits;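 active means percentage of spot-positive cells more than 3 SD above its plate mean, without a fluorescence outlier flag or 80% toxicity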;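 further: spot-positive cell cutoff set from DMSO-treated cells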
PMI inhibition: MPI inhibition at elevated mannose 6-phosphate – biochemical, fluorescence intensity, high mannose 6-phosphate, primary screen (AID 1220); 190,000 compounds, 0.66% hits; recombinant PMI enzyme, coupled fluorescence intensity; higher % means a stronger effect; inhibition, % at 20 µM; hits with a dose series show IC50 in µM
T cell modulator: T cell immune modulation candidate | 330,000 compounds, 0.068% hits | calls only at 7 µM | 2C CD8+ T cell-vesicle binding, flow cytometry; hits give low values;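 active means response, share of CD8 T cells binding vesicles, and their 90th percentile fluorescence all below set limits, cut at about 80% in these data, passing the limit was not always enough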
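Read-out – percent CD8+ FL2 mean versus row control · System – murine 2C transgenic CD8+ T lymphocytes · Times – 1.5 h cell–vesicle binding at 37 °C, then 20 min icy labelling · Control set – naked vesicles low, QL9 vesicles with vehicle high · Detection – cytometric PE anti-B7-1 and Alexa647 anti-CD8 signals after 1% paraformaldehyde fixation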
TNAP activators: stimulation of alkaline phosphatase TNAP activity – biochemical, luminescent, no phosphate acceptor, uHTS, primary screen (AID 1001); purified TNAP, luminescent activation assay, no phosphate acceptor; higher activation fold means a stronger effect; activation fold at 20 µM; hits with a dose series show EC50 in µM; 200,000 compounds, 0.03% hits; in the data active means activation fold from about 3, or a potency from the dose series; inactive means the rest, 99 in 100 with activation fold below about 1.6; further: many of its hits are not listed in these tables
Lipid droplet: hepatic lipid droplet formation modulation | inhibition, % at 6.5 µM | AML12 mouse hepatocytes, oleate lipid droplets, BODIPY imaging | 240,000 compounds, 0.4% hits;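 active means lipid droplet intensity inhibited by at least 50%, with more than 500 cells counted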
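Test system: AML12 mouse liver cells; schedule: overnight exposure; technique: high-content imaging of BODIPY-stained droplets and DAPI nuclei; read-out: % inhibition of corrected integrated BODIPY droplet signal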
PMI inhibitors: MPI enzyme activity inhibition – biochemical, fluorescence intensity, coupled assay, primary screen (AID 1209); inhibition, % at 20 µM, or IC50 in µM where a hit was titrated; purified PMI enzyme, coupled fluorescence intensity; higher % means a stronger effect; 190,000 compounds, 0.42% hits;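 further: plate controls were DMSO vehicle for no effect and wells lacking substrate for full effect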
Ins promoter up: MIN6 insulin promoter up-regulation. z-score at 5 µM. 190,000 compounds, 0.3% hits. MIN6 insulin promoter-GFP reporter, high-content imaging; hits give high values. AID 1625;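 active means z-score above 3 at 5 µM with at least 500 cells counted in the well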
Ins promoter up cell count: also measured in Ins promoter up; calls as there; cell count; measured here: cytotoxicity, nuclei count;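 total cells summed across four imaged fields per well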
Lipid droplet cells 6.5 µM: recorded beside Lipid droplet, whose call it bears; cell count; measured here: cell count, cytotoxicity flag;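 cells counted across two imaged fields per well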
b-catenin transl cell count 5 µM: recorded beside b-catenin transl, whose call it bears; cell count; measured here: cell count, cytotoxicity flag
T cell modulator vesicle-bound %: second read-out of T cell modulator, no call of its own (marks repeat the call); double positive events, %; measured here: CD8+ vesicle-bound cell fraction;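 binding gate set so that unloaded-vesicle control wells show 10% double positive cells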
MT stabilizer Hoechst-high %: second read-out of MT stabilizer, no call of its own (marks repeat the call); % Hoechst-high responders; measured here: nuclear condensation Hoechst responders;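 share of cells brighter than vehicle mean plus two SD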
MT stabilizer cytotoxicity %: further read-out of MT stabilizer, marked with its call; toxicity, %; measured here: cytotoxicity by cell density;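 0% = mean cell density of plate MIN control wells and 100% = no cells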
Autophagy mod cell loss 18 h: also measured in Autophagy mod; calls as there; toxicity, %; measured here: cell loss, nuclei count;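 cell loss after 18 h compound exposure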
The depositor's hits bear a star; i = inactive; · = not tested or not shown. Unless noted, no stated cut-off is given here; in the data, active means inhibition above about 50%; inactive means the rest.

SMILES	MT stabilizer	MT stabilizer Hoechst-high %	MT stabilizer cytotoxicity %	b-catenin transl	b-catenin transl cell count 5 µM	Autophagy mod	Autophagy mod cell loss 18 h	PMI inhibition	T cell modulator	T cell modulator vesicle-bound %	TNAP activators	Lipid droplet	Lipid droplet cells 6.5 µM	PMI inhibitors	Ins promoter up	Ins promoter up cell count
Oc1ccc(Cl)cc1C=Nc1ccc(Br)cc1	2.4	1.9	4.8	-1.0	1137	i	-11.3	8.3%	i	62.9	1.1	-1.9	680	-2.5%	-0.06	1123
CCOC(=O)CSc1ncnc2c1sc1nc(N3CCOCC3)c3c(c12)CCCC3	1.4	0.8	2.9	·	·	i	-5.5	-4.0%	i	40.7	1.1	-6.1	797	-1.0%	0.64	923
COCCCNC(=O)/C=C/c1ccc(Cl)cc1	1.6	2.9	9.7	-0.9	1447	i	5.4	3.8%	i	32.7	1.1	·	·	8.7%	0.76	1344
COc1ccc(S(=O)(=O)c2cnc3ccccc3n2)cc1	2.3	1.1	4.6	-6.7	1100	i	-5.3	-7.7%	i	41.1	1.1	-4.8	694	-11.7%	0.05	1225
Cn1ccnc1C(O)c1cc(C(C)(C)C)c(O)c(C(C)(C)C)c1 (stereo not given)	4.0	2.5	6.8	-3.9	950	i	-2.4	32.7%	i	31.0	1.2	·	·	5.9%	·	·
O=C(NNC(=O)c1ccc(Cl)cc1Cl)c1cnccn1	·	·	·	-0.6	1354	·	·	·	i	26.0	·	8.9	647	·	-0.55	1128
CCCC1Cc2[nH]c(=O)c(C#N)cc2CO1 (stereo not given)	·	·	·	1.7	1274	·	·	·	i	17.6	·	0.1	764	·	-0.59	1050
CC(=O)Nc1ccc([N+](=O)[O-])cn1	2.6	1.7	0.8	·	·	i	1.9	-0.3%	i	48.5	1	·	·	-2.6%	·	·
Cc1cc(NC(=O)c2cc([N+](=O)[O-])cc([N+](=O)[O-])c2)n(-c2ccccc2)n1	8.4	1.3	10.8	0.0	1096	i	28.8	9.7%	i	34.5	1	10.9	620	14.3%	-0.22	1364
O=C(O)CNC(=O)c1cccc(C(F)(F)F)c1	5.6	2.3	5.5	0.6	1066	i	12.6	-0.9%	i	53.3	1	-1.7	721	-12.2%	0.06	1272
O=C(NC1CCCCCCC1)c1ccc2c(c1)OCO2	1.6	1.3	8.9	-0.9	1087	i	6.1	15.4%	i	58.7	1.2	-6.5	706	9.1%	-0.05	1897
COc1ccc(/C=N/NC(=O)CNC(=O)c2cccs2)cc1	4.6	2.6	3.1	0.4	1114	i	12.2	7.6%	i	42.9	0.9	13.8	571	19.8%	0.17	1462
CN(c1ccccc1)S(=O)(=O)c1cccc(C(=O)Nc2ccc3c(c2)CCC3)c1	2.4	1.1	4.5	-0.9	1015	i	11.2	3.0%	i	10.9	1.2	1.3	678	13.3%	0.15	1459
CC(=O)N1CCN(C(=O)CCc2nc3sc4c(c3c(=O)[nH]2)CCCC4)CC1	5.2	3.6	9.5	-0.1	1153	i	2.8	1.4%	i	2.8	1.1	·	·	1.7%	-0.33	1188
Cc1c(Cl)cccc1NC(=O)CSCC(N)=O	2.7	1.1	2.8	·	·	i	2.6	-2.0%	i	29.3	1.1	8.6	758	-1.2%	·	·
Cc1cc2ccccc2cc(C)c1=O	3.6	2.8	2.0	4.5	1337	i	6.2	-3.1%	i	15.2	1.1	·	·	0.6%	-0.16	1484
O=C(CSC(=S)N1CCCCC1)c1c(F)cccc1F	·	·	·	-1.4	1125	·	·	·	i	46.3	·	11.1	728	·	-0.23	1442
CCOC(=O)C1=C(C)NC2=C(C(=O)CC(C)(C)C2)C1c1ccc(N(C)C)cc1 (stereo not given)	3.1	2.5	8.8	·	·	i	0.4	-45.9%	i	26.8	1.1	7.1	709	-19.7%	0.16	1329
CSc1nc2n(n1)C(c1ccccn1)C1=C(CC(C)(C)CC1=O)N2 (stereo not given)	3.5	3.3	8.9	4.7	1083	i	-0.9	2.1%	i	46.3	1.1	18.8	812	8.0%	-0.27	816
Cc1nn(CCC#N)c2nc(-c3ccccc3)cc(C(F)(F)F)c12	2.0	1.5	6.4	-1.6	974	i	-17.9	6.6%	i	23.6	1	11.2	674	7.9%	·	·
Cc1ccc(CN2CC34C=CC(O3)C(C(=O)NCc3ccc5c(c3)OCO5)C4C2=O)cc1 (stereo not given)	3.5	1.5	5.5	-1.4	1340	i	11.3	6.5%	i	56.8	1	·	·	4.2%	0.13	1646
CCOCCCNC(=O)C(Cc1ccccc1)NC(=O)c1ccco1 (stereo not given)	3.5	1.3	4.4	1.0	1211	i	-7.8	5.4%	i	51.3	1.1	·	·	4.9%	0.28	1206
COC(=O)CSc1nnc2cc(C)c3ccccc3n12	·	·	·	-0.5	1284	·	·	·	i	35.5	·	-3.5	641	·	0.44	920
Cc1ccc(-c2cc3nc(-c4ccccc4)cc(N4CCOCC4)n3n2)cc1	3.2	3.0	1.4	0.0	1114	i	3.3	11.0%	·	·	1.1	-1.5	723	12.0%	-0.06	1158
CCOC(=O)c1c(C)[nH]c(C)c1C(=O)COC(=O)/C=C/c1ccc(Cl)cc1	1.9	3.7	10.3	-0.7	1111	i	-11.2	12.1%	i	7.0	1	-20.2	596	24.1%	-0.71	1465
COC(=O)c1ccc2c(c1)C(=O)N(C1CCCCC1)C2=O	3.6	1.2	4.2	-2.2	1115	i	2.4	-6.2%	i	56.0	1	5.3	777	1.0%	-0.3	1011
CCC(=O)OC1CC(C)N(C(=O)c2ccccc2)c2ccc(C)cc21 (stereo not given)	1.1	1.1	11.2	·	·	i	10.7	-2.1%	i	52.9	1.2	-16.7	700	-4.7%	-0.17	947
CCN(CC)CC(=O)NN(Cc1ccccc1)c1ccccc1	·	·	·	-1.0	1369	·	·	·	i	19.1	·	-5.4	685	·	-0.44	1103
O=C(O)Cn1cnc2ccccc2c1=O	1.0	1.3	14.3	·	·	i	7.9	-6.4%	i	39.0	1	13.9	821	-10.9%	·	·
Cc1ccc(NC(=O)CSCC(=O)NC2CCCCC2)cc1	1.9	1.8	6.4	-1.5	962	i	-9.5	2.6%	i	2.6	1.1	-0.5	699	-3.5%	0.03	1378
S=c1[nH]nc(C2CCCCC2)n1/N=C/c1cccs1	1.5	1.2	0.8	0.5	1333	i	-1.1	15.2%	i	23.2	0.7	·	·	18.9%	0.58	1455
O=C(O)c1ccc(N2C(=O)C3ON(c4ccccc4)C(c4ccccc4F)C3C2=O)cc1 (stereo not given)	2.6	1.0	6.8	-1.8	1219	i	9.7	4.8%	i	53.9	1.1	·	·	10.6%	1.84	928
CCCCC(CCC(=O)Nc1ccc(C(=O)OC)cc1)C(=O)O (stereo not given)	3.4	0.9	0.6	-1.5	1144	i	-10.3	-3.1%	i	54.8	1.1	29.4	751	-10.8%	·	·
Cc1cccc(N2C(N)=NC(N)=NC23CCCCC3)c1	1.8	1.4	10.6	-0.4	1206	i	13.5	-7.3%	i	31.0	1.1	·	·	-7.3%	·	·
CC1CCCCN1C(=O)Nc1cccc(C(F)(F)F)c1 (stereo not given)	2.3	2.0	5.6	-0.6	988	i	9.1	-17.3%	i	36.0	1	-29.8	696	-30.6%	0.05	1639
C=CCNC(=O)c1onc(CSc2ccccc2C)c1C(=O)O	3.8	1.9	3.0	-1.3	1367	i	-2.6	-8.8%	i	14.5	1.1	·	·	-7.3%	-0.88	1690
COc1ccccc1NC(=O)Cn1cnc2c(oc3ccccc32)c1=O	2.2	3.2	6.8	·	·	i	-16.6	1.0%	i	37.8	1.1	·	·	4.7%	0.36	722
Cc1ccc2c(c1)nnn2C1CCN(CC(=O)c2ccc(Cl)cc2)CC1	5.8	3.5	6.8	-1.1	1005	i	-3.7	4.5%	i	57.2	0.8	·	·	-3.8%	-0.01	1142
Cc1ccc(-c2n[nH]c3c2C(c2cccc(O)c2)N(c2ccc(C(=O)O)cc2)C3=O)cc1 (stereo not given)	·	·	·	0.0	1299	·	·	·	i	22.4	·	-3.7	618	·	0.01	1043
O=C(Nc1nccs1)C1CCCN1S(=O)(=O)c1cccc2cccnc12 (stereo not given)	4.7	3.4	7.0	·	·	i	13.4	-2.2%	i	28.9	1	·	·	-5.9%	-0.44	1043
Cc1cccn2c(=O)c(/C=N/O)c(NCc3ccccc3)nc12	·	·	·	0.3	1297	·	·	·	i	64.9	·	-71.4	774	·	-1.43	1278
CCn1cc(C(=O)NCc2cccnc2)c(=O)c2cc(F)c(N3CCN(C(=O)c4ccco4)CC3)cc21	2.7	1.1	4.9	0.6	1152	i	2.6	13.7%	i	11.7	1.1	-14.9	771	15.9%	-2.62	740
Cc1cc(N2C(=O)C3CC=CCC3C2=O)cc(C)c1Br (stereo not given)	2.0	0.3	35.0	-0.3	562	i	0.9	8.7%	i	53.8	1	-1.5	737	6.4%	0.35	1183
COC(=O)c1sccc1NC(=O)CCC1CCCC1	1.5	1.6	13.2	-1.9	1213	i	-2.9	6.7%	i	26.8	1.1	14.6	834	8.8%	-0.25	829
CS(=O)(=O)N(CC(=O)NCc1ccco1)c1cc(C(F)(F)F)ccc1Cl	1.6	2.0	12.1	-5.7	942	i	-4.7	9.0%	i	46.4	1	·	·	8.4%	0.63	1251
O=C(CN(Cc1ccccc1)S(=O)(=O)c1ccccc1)N1CCOCC1	5.1	1.8	1.7	2.7	1195	i	-4.3	1.7%	i	34.3	1.1	·	·	4.7%	-0.62	1668
